TRHR agonist – TRH receptor (human) agonism; P34981; 0.18% of 360,000 active; activation, % at 2 µM; TRHR cells, calcium flux fluo-8, FDSS agonist mode; AID 493084; in the data active = activation above about 30%; also: 0% is about no effect
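TRHR-expressing cells, plated overnight in medium with 10% serum, were loaded with fluo-8 calcium dye at room temperature. After a 10 s baseline, library compound was pin-added and calcium release was recorded kinetically (ex 480/em 530) as agonist response.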
POLB inh – DNA polymerase beta (human) inhibition | 1.3% of 340,000 active | P06746 | Pol beta primer extension/strand displacement, fluorescence kinetic | Potency, µM (highest dose often 114 µM), inactives show at the top dose activity change, negative = inhibition, hits mostly inhibitors; also: potency is read from the fitted curve at half-maximal effect; % is scaled to controls: 0 for no effect and ±100 for the full control effect
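Kinetic readout of DNA synthesis with strand displacement by Pol beta. Compound and 10 nM enzyme sit 15 min at room temperature; 50 nM substrate starts the reaction, read immediately and at 10 min.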
APEX1 inh – inhibitors of human APE1 endonuclease. P27695. recombinant APE1, TAMRA/BHQ-2 abasic DNA cleavage fluorescence. Potency, µM (top dose mostly 65.8 µM), without a hit: at the top dose activity change, negative = inhibition, most hits filed as inhibitors. 0.35% of 350,000 active. AID 2517;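 also: potency is read from the fitted curve at half-maximal effect; plate controls were vehicle for no effect and reference inhibitor for full effect; nearly all actives have a fitted effect of over 55% in size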
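Activity was derived from the fluorescence gain between first and third kinetic reads (60 s intervals, ex 525/em 598 nm) after 50 nM THF-abasic TAMRA/BHQ-2 duplex was added to 0.75 nM APE1 preincubated 15 min with compound.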
Apoferritin bind – binds horse apoferritin like a general anesthetic; apoferritin/1-aminoanthracene competitive binding, fluorescence; 0.074% of 350,000 active; P02791; Potency, µM (highest dose often 77.5 µM), without a hit: top-dose activity change, negative = displacement, usual class: inhibitors; also: potency is read from the fitted curve at half-maximal effect; % is scaled to controls: 0 for no effect and ±100 for the full control effect; nearly all actives have a fitted effect of over 20% in size
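Horse-spleen apoferritin (10 uM) was mixed with 50% saturated 1-aminoanthracene in PBS, exposed to compounds for 10 min at room temperature, and read for fluorescence (ex 380 nm, em 535 nm). Competitive displacement was fitted with a four-parameter Hill equation.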
Pol iota inh – DNA polymerase iota (human) inhibition | Potency, µM (titrated, usually from 115 µM), for inactives: at the top dose activity, negative = inhibition, most hits filed as inhibitors | 1% of 390,000 active | Pol iota fluorescent replication assay, 10 min | AID 588590; also: potency is read from the fitted curve at half-maximal effect
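Pol iota at 10 nM preincubated 15 min with compounds at room temperature; reaction started with fluorescent substrate, 50 nM final. Fluorescence read kinetically at 0 and 10 min; buffer-only wells as negative control.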
ALOX12 inh – ALOX12 (human) lipoxygenase inhibition; P18054; 1.1% of 580,000 active; Potency, µM (doses to about 108 µM), for the others: top-dose activity change, negative = inhibition, actives largely listed as inhibitors; purified 12hLO, xylenol orange hydroperoxide absorbance; AID 1671190; also: potency is read from the fitted curve at half-maximal effect; % is scaled to controls: 0 for no effect and ±100 for the full control effect
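Hydroperoxide product was detected by ferrous iron/xylenol orange as the 573 to 405 nm absorbance ratio. Arachidonic acid at 40 uM (final) was turned over for 30 min at room temperature by 150 nM human 12hLO, pH 7.0 Hepes buffer, after 15 min compound preincubation.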
ERG Ets-DNA blk – ERG Ets/DNA interaction inhibition; P11308; fluorescence polarization, His-ERG Ets domain / labelled DNA; Potency, µM (series often up to 76.9 µM), for the others: at the top dose FP activity, negative = inhibition, actives largely listed as inhibitors; 0.028% of 370,000 active; active = well fitted inhibition curve with a large enough effect in the polarisation, with a control signal flat; inconclusive = small, poorly fitted or top-dose-only effect, or effect the other way, or a change in a side signal; inactive = no such curve, though single readings can be large or run the other way; the % refers to the polarisation;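 also: polarization taken with two DNA probes labelled with fluorescein and Texas red; potency is read from the fitted curve at half-maximal effect; % of control where 0% means no effect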
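His-tagged ERG Ets domain (1 uM in the protein solution; 300mM KCl, 50mM Tris-HCl, 1mM EDTA, 1mM DTT, pH 7.5) received compound, then a probe mix of 5 nM fluorescein-DNA and 100nM Texas-615-DNA. Fluorescence polarization was read for both dyes.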
POLK inh – DNA polymerase kappa (human) inhibition | purified Pol kappa, fluorescent DNA synthesis assay, 10 min | 0.53% of 400,000 active | Potency, µM (titrated, usually from 107 µM), inactives show at the highest dose activity, negative = inhibition, actives largely listed as inhibitors | Q9UBT6; also: potency is read from the fitted curve at half-maximal effect; % is scaled to controls: 0 for no effect and ±100 for the full control effect
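Pol kappa 10 nM + cpd, 15 min RT; start w/ substrate 50 nM final; fluorescence kinetic read, 0 and 10 min. Neg ctrl: buffer, no enzyme.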
BLM inh – Bloom syndrome helicase (human) inhibition. P54132. recombinant BLM DNA unwinding, fluorescence dequenching. Potency, µM (top dose mostly 56.1 µM), without a hit: at the highest dose activity change, negative = inhibition, hits mostly inhibitors. 0.2% of 350,000 active. AID 2528;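 also: potency is read from the fitted curve at half-maximal effect; plate controls were vehicle for no effect and no enzyme for full effect; nearly all actives have a fitted effect of over 35% in size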
Target sequence (P54132 whole entry, looked up): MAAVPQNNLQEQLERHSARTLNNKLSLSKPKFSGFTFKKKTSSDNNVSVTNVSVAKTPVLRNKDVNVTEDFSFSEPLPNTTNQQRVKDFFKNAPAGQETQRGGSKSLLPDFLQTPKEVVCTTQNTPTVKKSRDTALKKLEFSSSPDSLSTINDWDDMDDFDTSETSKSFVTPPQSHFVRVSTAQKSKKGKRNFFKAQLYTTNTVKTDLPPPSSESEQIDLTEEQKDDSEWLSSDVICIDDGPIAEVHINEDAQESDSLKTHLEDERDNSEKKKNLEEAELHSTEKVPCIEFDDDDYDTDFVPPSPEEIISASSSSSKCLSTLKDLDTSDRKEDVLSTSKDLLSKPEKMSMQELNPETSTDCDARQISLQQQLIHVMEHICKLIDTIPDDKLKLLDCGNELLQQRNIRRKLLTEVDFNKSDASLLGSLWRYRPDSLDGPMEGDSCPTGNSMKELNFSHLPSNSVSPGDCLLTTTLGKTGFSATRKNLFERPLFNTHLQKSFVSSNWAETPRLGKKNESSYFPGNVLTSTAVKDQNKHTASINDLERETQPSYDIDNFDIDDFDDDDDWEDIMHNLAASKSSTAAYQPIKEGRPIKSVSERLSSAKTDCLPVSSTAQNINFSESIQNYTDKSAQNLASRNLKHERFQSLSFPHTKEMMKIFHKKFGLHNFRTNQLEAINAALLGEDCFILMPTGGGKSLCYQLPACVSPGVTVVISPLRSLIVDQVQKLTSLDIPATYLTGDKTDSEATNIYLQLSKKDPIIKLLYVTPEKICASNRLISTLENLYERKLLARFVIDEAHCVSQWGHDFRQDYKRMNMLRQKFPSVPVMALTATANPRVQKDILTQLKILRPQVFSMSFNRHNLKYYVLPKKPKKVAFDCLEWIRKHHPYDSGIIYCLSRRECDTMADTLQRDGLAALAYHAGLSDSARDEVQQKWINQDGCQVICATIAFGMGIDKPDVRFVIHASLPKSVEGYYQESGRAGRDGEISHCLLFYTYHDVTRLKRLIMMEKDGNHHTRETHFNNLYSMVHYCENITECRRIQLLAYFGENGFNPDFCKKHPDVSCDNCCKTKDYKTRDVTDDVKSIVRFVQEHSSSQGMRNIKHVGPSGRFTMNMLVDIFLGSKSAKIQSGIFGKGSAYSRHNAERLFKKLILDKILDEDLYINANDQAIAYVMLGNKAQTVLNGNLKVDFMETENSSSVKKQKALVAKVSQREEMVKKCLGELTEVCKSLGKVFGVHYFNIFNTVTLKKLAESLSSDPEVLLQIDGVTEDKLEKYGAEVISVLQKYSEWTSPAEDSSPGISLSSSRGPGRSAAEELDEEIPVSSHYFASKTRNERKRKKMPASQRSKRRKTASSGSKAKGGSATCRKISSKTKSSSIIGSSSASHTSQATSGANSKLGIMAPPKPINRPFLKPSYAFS
An asterisk follows results filed as active; ? = inconclusive; . = not tested or not shown; & = joins results of further samples; [ ] = remark or other dose. Unless noted, calls follow the shape of the dose curve; as a rule, active = well fitted curve in the direction sought with a large enough effect; inconclusive = small, poorly fitted or top-dose-only effect, or another doubt; inactive = no such curve, though single readings can be large; an effect the other way counts as inactive or inconclusive.

SMILES	TRHR agonist	POLB inh	APEX1 inh	Apoferritin bind	Pol iota inh	ALOX12 inh	ERG Ets-DNA blk	POLK inh	BLM inh
COCc1nnc(NC(=O)c2cc(C(=O)OC)cc([N+](=O)[O-])c2)s1	0.0	-1%	-1%	1%	12%	-4%	11%	2%	-3%
CCc1noc(C)c1C(=O)Nc1cc(S(=O)(=O)N2CCOCC2)ccc1OCC(F)(F)F	-0.1	.	46%	.	33%[activator]	2%	3%	-16%	.
O=C(CSc1nc2c([nH]c3ccccc32)c(=O)n1-c1ccc(Cl)cc1)NCc1ccccc1	-0.1	3%	.	5%	-6%	?	11%	-5%[60.1 µM]	-2%
COc1ccccc1N1CCN(CCC(=O)Nc2cccc(F)c2)CC1	-0.4	18%	.	-12%	15%	?	0%	-1%	-7%
CC(Cn1cncn1)NC(=O)c1cc(COc2cccc(C(F)(F)F)c2)on1 (centres undefined)	0.0	3%	-6%	-24%	-16%	6%	-17%	-14%	-4%
O=c1oc2c(CN3CCOCC3)c(O)ccc2c2c1CCC2	-0.4	-11%	-1%	478%[activator]	5%	2%	-4%	3%	1%
O=C(N/N=C/c1cc(Cl)c(O)c(Cl)c1)c1cc2c(ccc3ccccc32)o1	-1.2	28µM*	-38%	-14%	?	9%	-12%	?	-15%
O=C(CN1CCN(Cc2ccc(F)cc2Cl)C1=O)NCCCN1CCOCC1	-0.1	0%	-2%	-6%	-19%	7%[57.4 µM]	-1%	-6%	-1%
Cc1ccc(NC(=O)C2C3C=CC4(O3)C2C(=O)N(CCCN2CCCCC2)C4C(=O)NC2CCCCC2)cc1Cl (centres undefined)	0.4	9%	28%	-16%	1%	-5%	18%	-7%	-3%
Cc1ccc(NC(=S)NC(NC(=O)N(C)C)C(Cl)(Cl)Cl)cc1 (centres undefined)	-0.2	54%	8%	-13%	16%	?	7%	-3%	0%
CC(C)C(C)NC(=O)COC(=O)C1CCN(S(=O)(=O)c2ccc3c(c2)OCCO3)CC1 (centres undefined)	-0.4	.	11%	.	36%[activator]	3%	14%	4%	.
O=S(=O)(Nc1ncccn1)c1ccc(NC(=S)N2CCN(Cc3ccc(F)cc3Cl)CC2)cc1	0.3	14%	4%	-4%	10%	-2%	-8%	0%	1%
CC1=C(C(=O)Nc2ccccc2C)C(c2cccnc2)n2nc(CCCO)nc2N1 (centres undefined)	0.7	-2%	12%	7%	15%	17%	7%	5%	-2%
COc1ccc(N2C(=O)C(CC(=O)Nc3ccccc3)N(Cc3ccccn3)C2=S)cc1 (centres undefined)	0.0	9%	2%	-16%	129%[activator]	-12%	-2%	-9%	-3%
C/C(CC(=O)Nc1cccc(F)c1)=N\NC(=O)C(=O)NC1CCCCC1	-1.5	34%	-8%	-7%	30%[activator]	-3%	-26%	-6%	0%
CCOCCCNC(=S)N1CCCN(c2nc3cc(C)c(C)cc3cc2C#N)CC1	-0.7	2%	0%	29%	74%	1%	15%	-9%	0%
Cc1nc2scc(-c3ccc(Cl)cc3)c2c(=O)o1	0.7	16%	2%	-3%	4%[58.9 µM]	-28%	-7%	-10%	0%
COc1ccc2[nH]cc(CCNc3cc(-c4c(C)noc4C)ncn3)c2c1	.	.	7%	.	.	?	.	-1%[60.1 µM]	5%
C#CCOCCOCCOCCNc1nc(N2CCN(C(=O)CCCCCCCCCCNC(=O)[C@H](CCCCN)n3cc(CCCC(=O)O)nn3)CC2)nc(N2CCN(C(=O)CCCCCCCCCCNC(=O)[C@H](CCCN=C(N)N)n3cc(C[C@@H](C)CC)nn3)CC2)n1	0.4	.	?	.	-6%	.	9%	12%	.
C=CC[C@H](CC(=O)OC(C)(C)C)C(=O)OC[C@@H]1CCCN1C(=O)[C@H](CC=C)CC(=O)N[C@H](CO)Cc1ccccc1	.	.	22%	.	35%[activator]	-6%	-11%	5%	.

Ordered by number of heavy atoms (low to high): some entries from above
SMILES	TRHR agonist	POLB inh	APEX1 inh	Apoferritin bind	Pol iota inh	ALOX12 inh	ERG Ets-DNA blk	POLK inh	BLM inh
Cc1nc2scc(-c3ccc(Cl)cc3)c2c(=O)o1	0.7	16%	2%	-3%	4%[58.9 µM]	-28%	-7%	-10%	0%
Cc1ccc(NC(=S)NC(NC(=O)N(C)C)C(Cl)(Cl)Cl)cc1 (centres undefined)	-0.2	54%	8%	-13%	16%	?	7%	-3%	0%
COCc1nnc(NC(=O)c2cc(C(=O)OC)cc([N+](=O)[O-])c2)s1	0.0	-1%	-1%	1%	12%	-4%	11%	2%	-3%
COc1ccccc1N1CCN(CCC(=O)Nc2cccc(F)c2)CC1	-0.4	18%	.	-12%	15%	?	0%	-1%	-7%
O=C(N/N=C/c1cc(Cl)c(O)c(Cl)c1)c1cc2c(ccc3ccccc32)o1	-1.2	28µM*	-38%	-14%	?	9%	-12%	?	-15%
CCOCCCNC(=S)N1CCCN(c2nc3cc(C)c(C)cc3cc2C#N)CC1	-0.7	2%	0%	29%	74%	1%	15%	-9%	0%
Cc1ccc(NC(=O)C2C3C=CC4(O3)C2C(=O)N(CCCN2CCCCC2)C4C(=O)NC2CCCCC2)cc1Cl (centres undefined)	0.4	9%	28%	-16%	1%	-5%	18%	-7%	-3%
C#CCOCCOCCOCCNc1nc(N2CCN(C(=O)CCCCCCCCCCNC(=O)[C@H](CCCCN)n3cc(CCCC(=O)O)nn3)CC2)nc(N2CCN(C(=O)CCCCCCCCCCNC(=O)[C@H](CCCN=C(N)N)n3cc(C[C@@H](C)CC)nn3)CC2)n1	0.4	.	?	.	-6%	.	9%	12%	.

Remaining list, next part
SMILES	TRHR agonist	POLB inh	APEX1 inh	Apoferritin bind	Pol iota inh	ALOX12 inh	ERG Ets-DNA blk	POLK inh	BLM inh
CCN(Cc1nc2ccccc2c(=O)[nH]1)Cc1cc(=O)oc2cc(OC)ccc12	-1.0	4%	2%	-6%	2%	5%	-4%	-17%	5%
O=C(COC(=O)C1CCN(S(=O)(=O)c2ccc3c(c2)OCCO3)CC1)NC1CCCCC1	-1.1	.	19%	.	-1%	-12%	16%	-14%	.
CC(C)CNC1=CC(=O)CC(c2ccco2)C1 (centres undefined)	-0.1	28µM*	6.3µM*	?	28µM*	-25%	9%	?	-23%
COc1ccc(NC(=O)C2CCC(CNS(=O)(=O)c3ccc(Br)s3)CC2)c(OC)c1 (centres undefined)	-0.1	15%	.	10%	-8%	-24%	0%	0%	-2%
Cn1c(C(=O)NCCN2CCN(Cc3ccccc3)CC2)cc2c(=O)n(C)c3ccccc3c21	-1.7	3%	18%	-6%	7%	332%[activator]	-16%	11%	0%
COc1cc(N(C)C)c([N+](=O)[O-])cc1C(=O)NC(C)CNc1ccc([N+](=O)[O-])cc1Cl (centres undefined)	-1.4	0%	1%	-14%	81%[activator]	10%	6%	4%	-14%
Cc1cccc(NC(=O)CNC(=O)c2ccc3c(c2)OCO3)n1	0.4	.	-9%	.	16%	4%	-7%	-7%	.
CNC(=O)c1ccccc1NC(=O)c1ccc(C)c(S(=O)(=O)N2CCCCC2)c1	-0.2	1%	-3%	-12%	10%	-9%	-15%	-1%	-8%
CCCCOc1cccc(C(=O)N2CCN(CCc3ccncc3)CC2)c1	-0.5	?	.	-15%	-5%	1%	6%	-14%	0%
CCN(CC)c1ccc(NC(=O)Cn2nnc(-c3cccc(OC)c3OC)n2)c(C)c1	-1.4	?	-3%	1%	-2%	-20%	-11%	-4%	1%
COc1cc(NC(=O)CSc2nc(=O)n(CCCN3CCOCC3)c3c2CCC3)cc(OC)c1	-0.7	.	7%	.	24%	-16%	1%	-4%	.
CC1CC(NC(=O)Cc2ccc(Br)cc2)CC(C)(C)C1 (centres undefined)	0.3	-6%	-4%	10%	8%	0%	3%	-20%	-5%
CCOCN(C(=O)Cn1cnc2cc(C)c(C)cc21)c1c(C)cccc1CC	-0.4	1%	.	?	16%	-1%	0%	-10%	-4%
Cc1ccc(S(=O)(=O)N2CC(O)CC2C(=O)OCC(=O)c2ccccc2Cl)cc1C (centres undefined)	-1.4	21%	0%	?	16%	-20%	13%	7%	-1%
O=C(Nc1ccccc1)c1cc2n(n1)C(C(F)(F)F)CC(C1CC1)N2 (centres undefined)	-0.3	23%	4%	-3%	7%	-1%	-5%	5%	-1%
CCOc1ccccc1CNC(=O)C1CCN(C(=O)c2sccc2-n2cccc2)CC1	0.0	-3%	2%	-15%	12%	4%	1%	6%	-7%
CCOC(=O)C1=C(CN(CC)Cc2ccccc2)NC(=O)NC1c1ccc(OC)cc1 (centres undefined)	-0.2	-17%	.	-10%	6%	?	2%	-11%	-6%
CCCc1[nH]nc2c1C(c1ccsc1)C(C#N)=C(N)O2 (centres undefined)	0.3	0%	0%	-3%	75%[activator]	-23%	5%	-1%	0%
CC1=NN(C(N)=S)C(=O)C1N=Nc1ccccc1 (centres undefined)	0.4	-4%	?	-2%	-14%	-13%	1%	8%	1%
O=C(/C=C/c1cccs1)NC(=S)NNC(=O)Cc1cccs1	0.9	0%	3%	4%	-1%	262%[activator]	-1%	-8%	1%
O=C(NC1CCC(=O)N(CCSc2ccccc2)CC1)OCc1ccccc1 (centres undefined)	-0.5	50%	4%	-18%	-7%&-11%	11%	-9%	-4%&-19%	-3%

Screening results from PubChem.

These rows are one share of the data; count on the stated rates, not on these rows.
